# High-throughput results (PubChem BioAssay)
# TRPV1 agonist = human TRPV1 agonism; TRPV1-expressing cells, Fluo-8 calcium influx, agonist mode; activation, % at 8.33 µM; actives 0.19% (n = 320,000); AID 540275; Q8NER1; in the data active = activation above about 80%; inconclusive = between about 30% and that limit; also: 0% is about no effect
#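 Fluo-8 calcium influx in TRPV1-expressing cells, kinetic read (ex 480/em 520 nm). Compound added and read 3 min for agonist activity, followed by capsaicin at EC20 final and 2 min further read for enhancement.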
# MLL CXXC-DNA inh = blocks binding of human MLL CXXC domain to DNA. Q03164. Potency, µM (highest dose often 115 µM), without a hit: top-dose activity change, negative = inhibition, usual class: inhibitors. actives 0.037% (n = 290,000). AID 2662. MLL-CXXC / FITC-HOXA9 DNA fluorescence polarization; active = well fitted inhibition curve with a large enough effect in the polarisation, with a control signal flat, not every such curve was filed as active; inconclusive = small, poorly fitted or top-dose-only effect, or effect the other way, or a change in a side signal; inactive = no such curve, though single readings can be large or run the other way; the % refers to the polarisation; also: potency is read from the fitted curve at half-maximal effect
#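 Purified MLL-CXXC (added from a 7 uM solution) was preincubated 5 min at ambient with pinned compounds in 50 mM Tris-HCl pH 7.5, 50 mM NaCl, 1 mM DTT, 0.05% BSA. Fluorescein-labeled HOX-A9 DNA (50 nM solution) followed, 30 min, then polarization read.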
# Coupling enz = inhibits coupling enzyme system, counter-screen for aldolase hits. coupling enzyme system counterscreen, AmpLite Red fluorescence. activity change, negative = inhibition, % at 58.2 µM, hits read low. actives 0.67% (n = 290,000). AID 2472; in the data active = activity change below about -30%; also: % is scaled to controls: 0 for no effect and ±100 for the full control effect
#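 First, compound is pin-transferred into glyceraldehyde-3-phosphate coupling-enzyme reagent at 57.5 uM final and held 10 min at RT. Next, substrate, coupling system and AmpLite Red are added. After 20 min RT, fluorescence (525/598 nm) is read.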
# USP2a block = USP2a (human) protease inhibition; actives 0.01% (n = 330,000); AID 463254; Potency, µM (titrated, usually from 38.3 µM), for the others: at the top dose activity change, negative = inhibition, most hits filed as inhibitors; USP2 core, Ub-CHOP2 coupled fluorogenic reporter, 485/531;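 also: potency is read from the fitted curve at half-maximal effect; plate controls were DMSO wells for no effect and full inhibition by NEM control for full effect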
#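 Cell-free coupled assay: 10nM USP2 core preincubated 30min RT with compound in Tris-HCl pH 8.0/CaCl2/CHAPS buffer, then 25nM Ub-CHOP2 and 25nM reporter substrate; fluorescence (Ex 485/Em 531) read after 60min RT, normalized to NEM inhibition, concentration-response curves fitted.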
# KCNH2 WT inh = inhibitors of human wildtype KCNH2 potassium channel | Q12809 | U2OS, BacMam KCNH2, thallium flux FluxOr; hits give low values | activity change, % at 1.84 µM | actives 0.37% (n = 340,000);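 active = maximum activity change below -70%; inconclusive = maximum activity change between -70% and -50%; inactive = maximum activity change above -50%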; also: % is scaled to controls: 0 for no effect and ±100 for the full control effect
#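 U2OS cells were transduced with wild-type KCNH2 virus (2.03 x 10^8 / mL) for 4 h at room temperature, then cultured overnight at 37 C. Thallium flux was read with FluxOr dye. Rate constants were normalized to DMSO controls.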
# PKM2 activator = activators of human pyruvate kinase M2; AID 1631; purified PKM2, Kinase-Glo ATP luminescence, activation; response scale: 0% is enzyme alone, no compound; actives 0.34% (n = 260,000); P14618; Potency, µM (series often up to 57.5 µM), without a hit: at the top dose activation, most hits filed as activators; also: potency is read from the fitted curve at half-maximal effect; % is scaled to controls: 0 for no effect and ±100 for the full control effect; nearly all actives have a fitted effect of over 55% in size
#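 Kinase-Glo luminescence reports ATP generated from ADP (0.1 mM) and PEP (0.5 mM) by purified hPK-M2 after 1 h at room temperature, pH 7.2 imidazole buffer; intermediate enzyme activity allows detecting inhibitors and activators.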
# KCNH2 3.1 block = KCNH2 3.1 (human) potassium channel inhibition. U2OS KCNH2 3.1, thallium flux FluxOr; hits give low values. activity change, % (tested at about 1.8 µM). actives 0.95% (n = 340,000). AID 720553;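 active = maximum activity change below -70%; inconclusive = maximum activity change from -70% to -50%; inactive = maximum activity change above -50%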;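 also: thallium influx rate constant from kinetic fluorescence after stimulation buffer; % is scaled to controls: 0 for no effect and ±100 for the full control effect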
#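 Normalized rate constant (relative to positive and negative DMSO controls) derived from a 2 min kinetic fluorescence read after stimulation; U2OS cells expressing the 3.1 isoform via virus at 1.77 x 10^8 /mL.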
# GALK inh = inhibitors of human galactokinase; Purified GALK, Kinase-Glo residual ATP luminescence; Potency, µM (top dose mostly 57.5 µM), without a hit: at the highest dose activity change, negative = inhibition, actives largely listed as inhibitors; actives 0.007% (n = 270,000); AID 1868; also: potency is read from the fitted curve at half-maximal effect; % is scaled to controls: 0 for no effect and ±100 for the full control effect
# Target sequence (P51570 whole entry, looked up): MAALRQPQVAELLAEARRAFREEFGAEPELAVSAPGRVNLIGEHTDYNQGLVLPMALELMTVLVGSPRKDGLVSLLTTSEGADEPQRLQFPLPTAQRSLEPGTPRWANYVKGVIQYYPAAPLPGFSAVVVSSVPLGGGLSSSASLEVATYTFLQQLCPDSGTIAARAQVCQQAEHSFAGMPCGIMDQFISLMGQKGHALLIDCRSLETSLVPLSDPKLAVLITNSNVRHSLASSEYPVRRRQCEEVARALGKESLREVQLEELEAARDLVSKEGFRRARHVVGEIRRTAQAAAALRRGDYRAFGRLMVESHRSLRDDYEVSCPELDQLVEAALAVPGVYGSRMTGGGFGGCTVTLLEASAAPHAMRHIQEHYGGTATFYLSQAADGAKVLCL
#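 Compounds were pin-transferred into ATP buffer (35 uM final), then GALK plus galactose (5 nM, 100 uM final) was added. After 1 h at room temperature, Kinase-Glo Plus was added and luminescence read after 10 min.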
# B2AR arrestin = agonists driving beta-arrestin recruitment to human beta2-adrenergic receptor | P07550 | beta-arrestin recruitment to beta2AR, cell-based reporter | Potency, µM (highest dose often 46.1 µM), inactives show at the top dose activation, usual class: activators | actives 0.02% (n = 330,000);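 also: potency is read from the fitted curve at half-maximal effect; 0% = DMSO controls and full agonism = EC100 isoproterenol or metaproterenol; nearly all actives have a fitted effect of over 65% in size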
# Menin MLL FP TR = menin-MLL binding inhibition, Texas Red mutant peptide | actives 0.23% (n = 270,000) | Potency, µM (doses to about 61.6 µM), for inactives: top-dose FP activity change, negative = inhibition, hits mostly inhibitors | Menin + Texas Red MLL mutant peptide, fluorescence polarization; active = well fitted inhibition curve with a large enough effect in the polarisation, with a control signal flat, not every such curve was filed as active; inconclusive = small, poorly fitted or top-dose-only effect, or effect the other way, or a change in a side signal; inactive = no such curve, though single readings can be large or run the other way; the % refers to the polarisation; also: potency is read from the fitted curve at half-maximal effect; % of control where 0% means no effect; many of its hits are not listed in these tables
# Target sequence (O00255 whole entry, looked up): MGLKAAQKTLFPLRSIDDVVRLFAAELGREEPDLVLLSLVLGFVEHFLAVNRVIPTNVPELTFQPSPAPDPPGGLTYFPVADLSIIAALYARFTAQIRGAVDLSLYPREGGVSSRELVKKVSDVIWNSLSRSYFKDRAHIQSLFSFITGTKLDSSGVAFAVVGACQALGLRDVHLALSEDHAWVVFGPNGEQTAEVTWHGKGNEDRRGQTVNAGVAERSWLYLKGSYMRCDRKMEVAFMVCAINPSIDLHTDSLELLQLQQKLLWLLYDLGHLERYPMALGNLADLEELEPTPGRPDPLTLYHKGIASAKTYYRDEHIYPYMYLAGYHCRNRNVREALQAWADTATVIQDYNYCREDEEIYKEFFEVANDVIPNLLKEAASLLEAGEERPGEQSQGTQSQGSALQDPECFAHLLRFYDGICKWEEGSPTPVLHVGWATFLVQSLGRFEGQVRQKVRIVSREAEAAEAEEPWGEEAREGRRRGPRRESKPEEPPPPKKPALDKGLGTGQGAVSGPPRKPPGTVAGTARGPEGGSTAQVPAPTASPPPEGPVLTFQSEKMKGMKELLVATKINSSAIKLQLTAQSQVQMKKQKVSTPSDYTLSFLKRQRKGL
# Giardia kill = Giardia lamblia killing | Giardia lamblia trophozoite viability | activity change, % at 7.66 µM, hits read low | actives 0.15% (n = 340,000); in the data active = activity change below about -80%; inconclusive = between about -30% and that limit;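 also: parasites exposed to compound for two days anaerobically before the ATP read; % is scaled to controls: 0 for no effect and ±100 for the full control effect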
#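 Trophozoite viability was measured as ATP-dependent luminescence, read 15-30 min after reagent addition. Before that, parasites at 100 cells/well were exposed to compounds for 48 h, anaerobically, at 37 deg C.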
# The depositor's hits bear a star; ? = inconclusive; · = no result given; & = joins results of further samples; [ ] = remark or other dose. Unless noted, calls follow the shape of the dose curve; as a rule, active = well fitted curve in the direction sought with a large enough effect; inconclusive = small, poorly fitted or top-dose-only effect, or another doubt; inactive = no such curve, though single readings can be large; an effect the other way counts as inactive or inconclusive. The list is partial. The share of hits here may be higher or lower than overall.
SMILES,TRPV1 agonist,MLL CXXC-DNA inh,Coupling enz,USP2a block,KCNH2 WT inh,PKM2 activator,KCNH2 3.1 block,GALK inh,B2AR arrestin,Menin MLL FP TR,Giardia kill
N#C/C(=C(/O)CSc1nnc(Cc2cccs2)n1C1CCCCC1)c1nc2ccccc2[nH]1,2,-1%,4,?,-3,-14%,23,-4%,-0.9%,3%,3
CS/C(=C/[N+](=O)[O-])Nc1cccc2c1C(C)CC2(C)C (stereo not given),5,-11%,3,0%,-10,2%,0,-1%,0.0%,7%,6
COc1ccc(/C=N\NC(=O)c2cc(O)c(O)c(O)c2)cc1COc1ccc(C(=O)OCC(C)C)cc1,-1,2%,-10,?,0,·,4,·,-0.7%,?,?
COc1cc(CC(=O)N(CC(C)C)C2CCS(=O)(=O)C2)cc(OC)c1OC (stereo not given),·,·,·,2%,2,·,-8,·,-0.2%,·,5
COc1ccc(C2CC(=O)c3c(C)nc(N4CCN(c5ccccc5)CC4)nc3C2)cc1 (stereo not given),1,11%,-2,-1%,1,-16%,-6,2%,-0.2%,10%,-2
COc1cc(/C=C/C(=O)O)cc(OC)c1OC,-14,-5%,5&1,4%,-7,17%,4,0%,-0.3%,2%,11
CCN1C(=O)[C@@H]2[C@@H](c3ccc(-c4ccc(C(C)=O)cc4)cc3)N3CCC[C@@]3(C(=O)OC)[C@@H]2C1=O,-2,·,·,-1%,-10,·,-7,·,-0.1%,·,-12
CCCCn1c(N)c(N(CCOC)C(=O)c2cc(-c3ccc(OC)c(OC)c3)nc3ccccc23)c(=O)[nH]c1=O,3,·,·,1%,8,·,-7,·,-0.7%,·,-17
O=S(=O)(Nc1ccc(-n2cnnn2)cc1)c1ccccc1F,1,·,·,1%,2,·,19,·,-0.1%,·,?
CC(C)CCN1CCN(Cc2cc3ccccc3[nH]2)CC1CCO (stereo not given),3,4%,1,0%,14,0%,7,-2%,-0.3%,-3%,7
O=C(NNc1nc2ccccc2o1)c1ccccc1,13,1%,0,2%,1,2%,-5,0%,-0.9%,·,-18
COc1ccc(NCc2nnc(SCC(=O)c3ccc(C)cc3)o2)cc1,10,1%,-5,7%,4,16%,2,-3%,-0.2%,0%,6
Cc1cc(NC(=O)c2ccc([N+](=O)[O-])cc2)n(CCC#N)n1,-1,-1%,2,-1%,-1,2%,0,0%,-0.8%,-1%,21
COCc1cc(C)nc(SC)c1C#N,-1,7%,7,-1%,-11,0%,-6,2%,-0.2%,1%,-21
CCN(CC(=O)NC(C)(C)C)C(=O)c1ccc2c(c1)S(=O)(=O)c1ccccc1C2=O,0,7%,2,13%,4,0%,-1,-2%,0.2%,-6%,-7
CC(C)[C@@H](CO)NC(=O)c1ccc2c3n(nc2c1)-c1ccccc1CO3,0,0%,-1,1%,-7,-8%,-2,6%,0.3%,·,?
Cc1ccc(N2C(=O)c3ccc(C(=O)NCCN4CCOCC4)cc3C2=O)cc1,0,-7%,3,1%,13,0%,1,0%,-0.1%,5%,7
COc1ccc(S(=O)(=O)N2CCOC23CCN(C(=O)c2ccccc2OC)CC3)cc1,1,·,·,2%,3,·,-2,·,-0.3%,·,-12
COc1cc([C@H](Cc2ccccc2)NC(C)=O)oc(=O)c1,-2,-19%,-12,10%,1,-3%,0,5%,-0.1%,?,10
CC(C)(C)OC(=O)NCCCC[C@H](NC(=O)c1nc[nH]c1C(=O)N[C@@H](CCCCNC(=O)OC(C)(C)C)C(=O)OC(C)(C)C)C(=O)OC(C)(C)C,-3,6%,-10,-10%,-7,-1%,3,4%,-0.2%,·,-18
Cc1ccc(NC(=O)c2ccc3c(c2)N(CC(=O)NC(C)C)C(=O)C(C)(C)O3)cc1,?,4%,0,0%,-2,0%,6,0%,0.2%,47%[activator],2
N#CC1=C(N)Oc2c(oc(CO)cc2=O)C1c1ccccc1[N+](=O)[O-] (stereo not given),-2,?,0,0%,3,3%,7,5%,0.0%,·,-6
COc1ccc(/C=N/NC(=O)c2sccc2OCc2ccc(F)cc2)cc1OC,28,-1%,2,1%,5,2%,-4,·,-0.5%,?,7
CC(O)CNc1nc2c(c(=O)n(Cc3ccc(Br)cc3)c(=O)n2C)n1C (stereo not given),-2,-1%,1,0%,-6,5%,7,-3%,-0.7%,3%,-10
C=C(C)Cn1c(CCCNC(=O)CC)nc2ccccc21,-7,3%,4,2%,6,2%,7,0%,0.1%,-8%,-2
Cc1cc(C)nc(NS(=O)(=O)c2ccc(NC(=O)CN3C(=O)S/C(=C\c4ccccc4)C3=O)cc2)n1,-6,-24%,15,2%,0,0%,2,1%,-0.7%,?,6
O=C(CCNC(=O)c1ccc(Cl)cc1)NCc1cccc(C(F)(F)F)c1,25,·,·,-1%,0,·,-21,·,0.1%,·,10
COc1cccc(OC)c1C(=O)Nc1ccc(Cc2ccncc2)cc1,-1,-2%,1,-1%,4,7%,1,-1%,0.2%,7%,6
COc1ccc(OC)c(NC(=O)c2c(NC(=O)c3ccco3)sc3c2CCC3)c1,-4,-9%,0,4%,·,-5%,·,0%,-0.4%,9%,·
CC(C)NC(=O)c1cccc(Br)c1,3,13%,1,-2%,-15,3%,?,-3%,0.0%,·,8
COc1ccc(-n2c(Cc3cccn3C)nnc2SCC(=O)Nc2cccc(OC)c2)cc1,-1,10%,3,0%,4,13%,-5,-1%,-0.4%,1%,-26
CCC(Sc1nc2ccccc2c(=O)[nH]1)C(=O)Nc1ccc(C(C)=O)cc1 (stereo not given),-1,-16%,3,1%,2,-6%,-19,7%,0.1%,15%,-12
Cc1ccc(C(=O)Nc2nc3ccccc3s2)s1,-5,1%,1,2%,12,4%,14,-5%,-0.1%,?,-14
Cc1[nH]c2ccccc2c1/C=N/Nc1ccccc1[N+](=O)[O-],1,-1%,-8,-5%,-1,-24%,-2,9%,0.2%,?,-7
Cc1ccccc1-c1cn(-c2ccccc2)c(=S)[nH]1,-2,27%,-1,0%,-21,-1%,-7,4%,5.1%,5%,-4
O=C(Nc1ccc(F)cc1)c1cccc(N2C(=O)C3C4C=CC(C4)C3C2=O)c1 (stereo not given),19,10%,·,0%,6,1%,-4,-5%,-0.7%,·,-1
CCOc1ccc(N2C(=O)CC(N3CCN(c4ccc(Cl)cc4)CC3)C2=O)cc1 (stereo not given),-2,-9%,0,2%,12,-3%,1,4%,-0.2%,-1%,44[activator]
CCSCc1nc2ccccn2c1Br,2,6%,4,-5%,2,-2%,-1,2%,-0.2%,0%,16
CCc1nnc(NC(=O)CSc2nnc(-c3ccoc3C)n2-c2ccccc2)s1,3,-5%,12,4%,-4,-4%,-14,5%,0.1%,-14%,3
Cc1cccc(C2=NN(c3ccccc3)[C@@H](C(=O)N3CCOC3=O)[C@@H]2c2ccc([N+](=O)[O-])cc2)c1,·,·,-3,-4%,-4,·,7,·,-0.1%,?,12
N#Cc1ccccc1COC(=O)c1ccc2c(c1)OCCO2,18,·,·,2%,1,·,-15,·,-0.2%,·,-16
Cc1[nH]ccc(=O)c1Oc1ncc(C(F)(F)F)cc1Cl,2,3%,3,1%,-24,-3%,·,11%,0.3%,4%,19
CCOC(=O)N1CCN(C(=O)c2ccc3nc(SCc4ccc(F)cc4)n(C)c3c2)CC1,·,2%,1,3%,-2,-2%,-1,9%,0.2%,·,-7
CC(=O)N1CCN(c2ccc(NCc3ccc(C)cc3)cc2)CC1,-2,4%,-7,3%,-3,8%,11,3%,-0.6%,-16%,6
Cc1c(C(=O)N(Cc2ccc(F)cc2)C2CCS(=O)(=O)C2)oc2ccccc12 (stereo not given),8,4%,-1,0%,-2,0%[0.46 µM],-6,5%,0.2%,?,-28
Cc1ccc(C)c(NC(=O)CSc2n[nH]c(-c3ccccn3)n2)c1,2,32%[activator],-3,-4%,-6,·,4,-2%,7.4%,-9%,13
CCn1cc(C(=O)NC2CCc3ccccc32)c(=O)c2ccc(C)nc21 (stereo not given),5,-6%,0,2%,·,-5%,·,-2%,-1.0%,-16%,·
COc1ccc2nc(NC(=O)CSc3nccc(C)n3)sc2c1,-1,-4%,1,3%,1,-1%,13,1%,-0.9%,8%,2
Cc1ccccc1NC(=O)CSc1nc2c(c(=O)n(C)c(=O)n2C)n1C,-2,22%,-2,2%,-2,-3%,-11,0%,0.2%,4%,-9
